High-throughput results from PubChem.
FBW7 activator: FBW7 E3 ligase activators, primary screen, biochemical, AlphaScreen, human | 650,000 compounds, 0.13% hits | normalized activity (activation), % at 26.1 µM | AlphaScreen FBW7–phospho-cyclin E peptide binding, activator screen | F-box/WD repeat-containing protein 7 (Homo sapiens), Q969H0; in the data active means normalized activity above about 1.9%;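 further: purified mutant Fbw7 with reduced substrate affinity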
GPR151 activ: activators of human GPR151, primary screen, cell-based, PathHunter beta-arrestin, luminescence | G-protein coupled receptor 151 (Homo sapiens), Q8TDV0 | PathHunter beta-arrestin GPR151 cells | activation, % at 11.2 µM | 650,000 compounds, 1% hits; in the data active means activation above about 4.9%;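 further: 0% = median of compound wells and 100% = cells with positive control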
Target sequence (Q8TDV0 whole entry, looked up): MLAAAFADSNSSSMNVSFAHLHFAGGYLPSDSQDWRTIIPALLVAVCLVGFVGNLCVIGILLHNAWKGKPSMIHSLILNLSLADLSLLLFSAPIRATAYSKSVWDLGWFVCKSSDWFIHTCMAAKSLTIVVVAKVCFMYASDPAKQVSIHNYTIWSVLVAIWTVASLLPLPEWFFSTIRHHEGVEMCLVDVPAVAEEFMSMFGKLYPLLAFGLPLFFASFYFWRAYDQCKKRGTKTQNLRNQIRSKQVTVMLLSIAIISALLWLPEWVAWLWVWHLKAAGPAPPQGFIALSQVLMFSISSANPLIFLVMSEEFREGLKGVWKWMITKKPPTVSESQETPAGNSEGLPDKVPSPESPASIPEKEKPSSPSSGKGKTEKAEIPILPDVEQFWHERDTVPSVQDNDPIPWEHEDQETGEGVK
TEAD-YAP block: TEAD-YAP interaction inhibition, primary screen, TEAD-YAP interaction inhibitor project, luminescence, HEK-TIYL cells; 640,000 compounds, 1.4% hits; inhibition, % at 9.12 µM; TEAD-Gal4/YAP UAS-luciferase luminescence; in the data active means inhibition above about 32%;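 further: 0% = median of test compound wells and 100% = reference inhibitor wells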
MITF primary: MITF inhibitors, primary screen, biochemical, AlphaScreen, human. Microphthalmia-associated transcription factor (Homo sapiens), O75030. AlphaScreen MITF homodimerization, bead proximity signal. AID 1259374, 2018. inhibition, % at 2.6 µM. 650,000 compounds, 0.91% hits; in the data active means inhibition above about 50%;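 further: 0% = vehicle wells with protein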
Target sequence (O75030 whole entry, looked up): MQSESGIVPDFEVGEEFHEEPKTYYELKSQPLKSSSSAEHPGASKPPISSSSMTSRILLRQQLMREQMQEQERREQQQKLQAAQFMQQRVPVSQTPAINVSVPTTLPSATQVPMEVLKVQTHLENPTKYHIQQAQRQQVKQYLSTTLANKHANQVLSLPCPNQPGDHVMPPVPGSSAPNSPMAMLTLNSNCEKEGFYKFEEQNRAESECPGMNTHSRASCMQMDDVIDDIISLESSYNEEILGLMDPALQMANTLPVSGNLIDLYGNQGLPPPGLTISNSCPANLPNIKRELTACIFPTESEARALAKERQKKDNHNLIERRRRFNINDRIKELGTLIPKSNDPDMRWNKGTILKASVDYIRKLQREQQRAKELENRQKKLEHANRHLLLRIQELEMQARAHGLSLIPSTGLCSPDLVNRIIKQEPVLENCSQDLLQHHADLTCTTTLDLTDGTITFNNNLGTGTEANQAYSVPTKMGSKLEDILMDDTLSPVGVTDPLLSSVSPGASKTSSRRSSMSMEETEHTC
Active calls of the source: *.

nr | SMILES | FBW7 activator | GPR151 activ
1 | CC[C@@H](Cn1nc(-c2cccs2)ccc1=O)NC(=O)Cc1nonc1C | 0.3 | 0.7
2 | Nc1cc(OC(=O)c2ccccc2Cl)nn1S(=O)(=O)c1ccc(Cl)cc1 | 0.0 | -0.3
3 | CCc1ccc2oc(-c3cccc(NC(=O)c4ncn[nH]4)c3)nc2c1 | -0.3 | -0.9
4 | O=C1CCCN1CCn1cnc2c(Nc3ccccc3)nc(NCc3cccnc3)nc21 | 0.3 | 1.6
5 | O=S(=O)(c1cccc2nonc12)N1CCCC1c1ccc(F)cc1 (stereo not given) | 0.0 | -0.6
6 | O=C(Nc1cccs1)N1CCCC(c2nnc(Cc3ccc(F)cc3)o2)C1 (stereo not given) | -0.3 | -1.4
7 | CCN(CC)CCCNC(=O)CCNC(=O)Cn1ccc2ccccc2c1=O | 0.5 | 0.0
8 | O=C(Nc1cccc(-n2cnnn2)c1)C1CCCN(C(=O)C2=CCCCC2)C1 (stereo not given) | -0.1 | -0.2

nr | TEAD-YAP block | MITF primary
1 | 1 | 15
2 | 11 | 9
3 | -41 | 10
4 | -5 | 3
5 | 6 | 14
6 | -7 | -3
7 | -6 | 18
8 | -5 | -1

New compounds follow:
nr | SMILES | FBW7 activator | GPR151 activ
9 | Cc1ccccc1N1C(=O)/C(=C/c2cccnc2)SC1=S | -0.1 | -0.5
10 | Cn1c(=NC(=O)CN2C(=O)CCC2=O)sc2cc(F)ccc21 | -0.1 | -0.5
11 | CC(=O)c1cccc(-n2c(O)c(C3=c4ccccc4=NC3=O)sc2=S)c1 | -0.2 | 1.4
12 | COc1ccccc1C(=O)Nc1ccc(C(O)(C(F)(F)F)C(F)(F)F)cc1 | -0.2 | 0.1
13 | COc1cc2nc(C3CCC3)n(NC(=O)c3cccs3)c(=O)c2cc1OC | 0.1 | 0.2
14 | CCC(C)NC(=O)Cn1c(=O)n(-c2ccc(C)cc2)c(=O)c2sccc21 (stereo not given) | -0.1 | 0.6
15 | CCOC(=O)c1[nH]c2ccc(OC)cc2c1NC(=O)CC | 0.2 | 0.6
16 | Cc1ccc2nc(-c3ccc(-n4ccnc4)cc3)cc(C(=O)O)c2c1 | 0.0 | -0.3

nr | TEAD-YAP block | MITF primary
9 | 17 | 7
10 | -10 | 0
11 | -5 | -1
12 | -28 | -12
13 | -2 | -4
14 | -2 | -14
15 | -4 | 8
16 | 2 | 7

Next section.
nr | SMILES | FBW7 activator | GPR151 activ
17 | COc1ccc2nc(NC(=O)CCCC(=O)O)sc2c1 | 0.7 | -1.0
18 | COc1ccccc1/C=N/OC(=O)c1ccc(F)cc1 | 0.2 | -1.4
19 | NC(=O)COC(=O)c1c(Cl)ccc(Cl)c1Cl | -0.1 | -0.1
20 | Cc1cc(C(C)(C)NC(=O)C(Br)C(C)(C)C)cc(C)n1 (stereo not given) | 0.4 | 0.6
21 | CN1C(=O)c2ccc(NC(=O)CCS(=O)(=O)c3ccccc3)cc2C1=O | -0.1 | -0.5
22 | CCCc1ccc(Oc2c(-c3ccc(OCC)cc3O)n[nH]c2C)cc1 | 0.1 | 0.4
23 | C=CCNC(=O)c1ccc2c(=O)n(CCCN3CCCC3=O)c(=S)[nH]c2c1 | 0.6 | -1.7
24 | COc1ccccc1-n1c(SC#CC(=O)NNC=O)nnc1-c1ccc(Cl)cc1 | 0.5 | 3.0

nr | TEAD-YAP block | MITF primary
17 | 0 | 13
18 | 6 | 21
19 | -1 | -7
20 | 10 | 12
21 | 0 | 10
22 | -4 | -14
23 | -2 | -5
24 | 11 | 11

More entries follow:
nr | SMILES | FBW7 activator | GPR151 activ
25 | CC(C)=C1C2CCC1C(C(=O)Nc1cc(C)cc(C)c1)C2C(=O)O (stereo not given) | 0.2 | 3.1
26 | CC(C)C(CO)Nc1nccn2c(-c3cccc(C(=O)NCCN(C)C)c3)cnc12 (stereo not given) | -0.7 | -0.3
27 | O=c1sc(Nc2ccc(Cl)c(Cl)c2)nc2ccccc12 | -0.1 | 0.7
28 | COc1ccc(N=Cc2ccc(OC(C)=O)c(OC)c2)cc1 | -0.1 | 0.1
29 | CC(C)[C@@H](CO)n1c(=O)[nH]c2ncc(-c3ccc(C(N)=O)cc3)nc21 | 0.2 | -0.9
30 | C/C(=N/NC(=O)Cc1cccs1)c1ccc(Cl)cc1 | 0.2 | 1.2
31 | COc1ccc(NS(=O)(=O)c2cc(Br)cnc2N)c(OC)c1 | 0.3 | 0.2
32 | CNC(=S)Nc1cc(C)c(Cl)cc1OC | -0.2 | -0.7

nr | TEAD-YAP block | MITF primary
25 | -10 | -4
26 | 25 | -21
27 | 14 | -2
28 | 8 | 10
29 | -2 | 15
30 | -4 | 12
31 | 5 | 10
32 | 1 | -7

Quoted at random: 5 compounds from above
nr | SMILES | FBW7 activator | GPR151 activ
4 | O=C1CCCN1CCn1cnc2c(Nc3ccccc3)nc(NCc3cccnc3)nc21 | 0.3 | 1.6
21 | CN1C(=O)c2ccc(NC(=O)CCS(=O)(=O)c3ccccc3)cc2C1=O | -0.1 | -0.5
11 | CC(=O)c1cccc(-n2c(O)c(C3=c4ccccc4=NC3=O)sc2=S)c1 | -0.2 | 1.4
32 | CNC(=S)Nc1cc(C)c(Cl)cc1OC | -0.2 | -0.7
20 | Cc1cc(C(C)(C)NC(=O)C(Br)C(C)(C)C)cc(C)n1 (stereo not given) | 0.4 | 0.6

nr | TEAD-YAP block | MITF primary
4 | -5 | 3
21 | 0 | 10
11 | -5 | -1
32 | 1 | -7
20 | 10 | 12

(further entries)
nr | SMILES | FBW7 activator | GPR151 activ
33 | CN(C)/C=C1\CCCCC1=C(C#N)C#N | 0.7 | -0.5
34 | CC1(C)CC(=O)C2=C(C1)OC1=C(C(=O)CC(C)(C)C1)C2(C)C | -0.2 | -0.6
35 | COc1ccc(OC)c(NC(=O)CSc2ccc3nnc(-c4cccc(F)c4)n3n2)c1 | 0.1 | 0.3
36 | Cc1cccc(C(=O)N2CCN(c3nc4ccccc4s3)CC2)c1 | 0.1 | 1.0
37 | CC(=O)/C=C1\SC(CC(=O)O)C(=O)N1c1ccccc1 (stereo not given) | -0.1 | 1.9
38 | Cc1cc(C)c(S(=O)(=O)N2CCCCC2)cc1N(C)S(=O)(=O)c1ccc(Cl)cc1 | 0.8 | -1.8
39 | Cc1cc2c(cc3c(=O)n(CC(=O)NC4CCC(C)CC4)ncn32)s1 (stereo not given) | 0.3 | -0.9
40 | Cc1ccc(-c2cnc3c(N4CCN(C(=O)c5ccco5)CC4)nccn23)cc1 | -0.1 | -1.1

nr | TEAD-YAP block | MITF primary
33 | 4 | 22
34 | -3 | 4
35 | 2 | 4
36 | 8 | -2
37 | 0 | 7
38 | -9 | 18
39 | 9 | 6
40 | -19 | -12

3 entries from above, reformatted.
The line under a structure holds: FBW7 activator, GPR151 activ, TEAD-YAP block, MITF primary
36: Cc1cccc(C(=O)N2CCN(c3nc4ccccc4s3)CC2)c1
→ 0.1, 1.0, 8, -2
37: CC(=O)/C=C1\SC(CC(=O)O)C(=O)N1c1ccccc1 (stereo not given)
→ -0.1, 1.9, 0, 7
38: Cc1cc(C)c(S(=O)(=O)N2CCCCC2)cc1N(C)S(=O)(=O)c1ccc(Cl)cc1
→ 0.8, -1.8, -9, 18

Next entries follow.
nr | SMILES | FBW7 activator | GPR151 activ
41 | Cn1c(=O)[nH]c(=O)c2c1nc(Br)n2CC(O)c1ccccc1 (stereo not given) | -0.1 | -1.2
42 | CCCc1nnc2sc(NC(=O)c3ccccc3)nn12 | 0.1 | -0.5
43 | CCOC(=O)c1ccc(NC(=O)CSc2nc3ccccc3c(=O)n2-c2ccc3c(c2)OCO3)cc1 | 0.0 | 0.9
44 | COc1ccccc1NC(=O)C1(c2cc(-c3cccs3)on2)CC1 | 0.6 | 0.8
45 | CN(c1ccccc1)c1nc(-n2ccnc2)nc(-n2ccnc2)n1 | 0.0 | -2.5
46 | O=C(Nc1nnc(-c2cccnc2)s1)c1ccc([N+](=O)[O-])cc1 | 0.2 | 0.6
47 | C/C(=N/NC(=O)CN(c1ccccc1)S(=O)(=O)c1ccccc1)c1ccccc1O | 0.0 | 0.5
48 | COC(=O)CN(C)C(=O)C1CCN(C2CCN(Cc3cccc(C)n3)CC2)CC1 | -0.2 | -0.1

nr | TEAD-YAP block | MITF primary
41 | 16 | 0
42 | -7 | 2
43 | 8 | 6
44 | 4 | 11
45 | -11 | 13
46 | 3 | -14
47 | -9 | -42
48 | 6 | -4

Remaining list, next part
nr | SMILES | FBW7 activator | GPR151 activ
49 | COc1ccc(-n2c(C)cc(/C=C3\SC(=O)NC3=O)c2C)cc1 | -0.1 | -0.3
50 | Cc1nc2c3ccccc3nc(SCc3cc(F)cc4c3OCOC4)n2n1 | 0.0 | 0.7
51 | Cc1ccc(-n2nc3c(c2NC(=O)C(C)Oc2ccccc2)CSC3)c(C)c1 (stereo not given) | 0.3 | 1.3
52 | CCC(C)NC(=O)C1C2C=CC3(CN(Cc4ccc(C)cc4)C(=O)C13)O2 (stereo not given) | 1.1 | 4.0
53 | COCCn1c(N2CCCC(C)C2)nc2c1c(=O)n(C)c(=O)n2C (stereo not given) | 0.7 | -0.4
54 | C=CCOC(=O)C1=C(C)NC(C)=C(C(=O)OCC=C)C1c1ccc(Cl)cc1Cl | 0.3 | -0.6
55 | COc1ccc(CCn2c(SCC(=O)Nc3cccc(C(F)(F)F)c3)nc3ccccc3c2=O)cc1OC | -0.2 | 0.3
56 | CC(=O)Nc1ccc(S(=O)(=O)NC(CC(=O)O)c2ccccc2Cl)cc1 (stereo not given) | -0.1 | -0.2

nr | TEAD-YAP block | MITF primary
49 | -27 | 3
50 | -3 | 8
51 | -8 | 21
52 | 9 | 10
53 | 5 | -5
54 | -7 | -9
55 | 2 | 4
56 | -4 | 3

Further results follow:
nr | SMILES | FBW7 activator | GPR151 activ
57 | CS(=O)(=O)c1cccc(S(=O)(=O)Nc2nc3ccccc3s2)c1 | 0.2 | -0.2
58 | O=C(CN1C(=O)c2ccccc2C1=O)Nc1ccccc1C(=O)O | 0.5 | -1.0
59 | O=C(NC1CC1)c1ccc(-c2cccc(C(=O)NC3CCN(Cc4ccccc4)CC3)c2)cc1 | 0.4 | 1.6
60 | COc1cccc(N2C(=O)CN(Cc3ccc(OC)cc3OC)CC2C)c1 (stereo not given) | 0.0 | 1.4
61 | NC1=C/C(=N\S(=O)(=O)c2ccccc2)c2ccccc2C1=O | -0.4 | 0.3
62 | Cc1ccc(C(C)C)cc1OCC(=O)NN | 0.1 | -0.4
63 | CSc1nc2nc(C)c(CCC(=O)O)c(C)n2n1 | 0.0 | 0.4
64 | CN(C(=O)c1ccccc1C(=O)OCC(=O)NCC(F)(F)F)C1CCCCC1 | 0.0 | 1.5

nr | TEAD-YAP block | MITF primary
57 | -4 | 6
58 | 2 | 4
59 | -3 | 12
60 | 8 | -3
61 | 96* | 10
62 | -3 | -16
63 | 0 | 4
64 | 0 | -71

Carrying on.
nr | SMILES | FBW7 activator | GPR151 activ
65 | COCCn1c(=NC(=O)c2ccccc2OC)sc2ccccc21 | 0.0 | 0.0
66 | CCOC(=O)c1c(COc2ccc([N+](=O)[O-])cc2)oc2ccc(OC)cc12 | 1.4 | 0.5
67 | Nc1nonc1-c1noc(-c2ccc(NC(=O)C(F)(F)F)cc2)n1 | 0.1 | -0.4
68 | COc1ccc(CNC(=O)Cc2c(C(=O)O)[nH]c3ccccc23)c(OC)c1 | 0.1 | -0.3
69 | CN(C)C1CCN(C(=O)c2cc(C(c3ccccc3)c3ccccc3)no2)C1 (stereo not given) | 0.4 | 1.1
70 | O=C(Nc1c2c(nn1-c1cccc(Cl)c1)CSC2)c1cccc(C(F)(F)F)c1 | 0.6 | 2.7
71 | CC(Cc1ccc2c(c1)OCO2)c1nc2cnccn2c1NCc1ccc2c(c1)OCO2 (stereo not given) | 0.3 | -0.9
72 | Cn1ncc(Br)c1C(=O)Nc1nc(-c2ccc(F)cc2)cs1 | 0.3 | -1.5

nr | TEAD-YAP block | MITF primary
65 | 10 | 3
66 | 1 | -7
67 | -34 | 5
68 | 5 | 15
69 | 9 | 13
70 | -3 | 8
71 | 19 | -7
72 | 4 | 18

(next part)
nr | SMILES | FBW7 activator | GPR151 activ
73 | Cc1cc(NCCN2CCOCC2)nc(N2CCN(c3ccccn3)CC2)n1 | -0.1 | -1.2
74 | Cc1cc2cc(CN(CCO)S(=O)(=O)c3ccccc3F)c(=O)[nH]c2cc1C | -0.1 | -0.7
75 | Cc1nn(-c2ccc(Cl)cc2)c2[nH]c(=O)c(CNCc3cccnc3)cc12 | -0.1 | -0.9
76 | Cc1nnc(SCC(=O)Nc2ccc3[nH]c(=O)[nH]c3c2)n1Cc1ccccc1 | 0.1 | -0.6
77 | Cc1cncc2cccc(NC3CCN(C(=O)C(N)c4ccc(Br)cc4)C3)c12 (stereo not given) | -0.4 | 0.5
78 | CC(=O)c1c(C)[nH]c(C(=O)OCCOc2ccc(Br)cc2)c1C | -0.1 | -0.3

nr | TEAD-YAP block | MITF primary
73 | -7 | 4
74 | -1 | 9
75 | -8 | -3
76 | 5 | -10
77 | -3 | 22
78 | -2 | 1
